Source: PubChem
PPARg SRC-1 ag: promotes SRC-1 coactivator recruitment by human PPARgamma | activation, % at 8 µM | hit rate 0.41% among 200,000 | P37231 | PPARgamma-SRC-1 coactivator recruitment biochemical assay | AID 631; in the data active = activation above about 19%;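 note: 0% = DMSO and 100% = reference agonist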
TR-FRET SRC-2 ct: flags TR-FRET format artefacts in PPARgamma SRC-2 recruitment agonist screen; TR-FRET ratio at 8 µM; TR-FRET artefact counter-screen; active compounds read high; AID 1049; hit rate 0.4% among 200,000; in the data active = TR-FRET ratio above about 2000; note: inactives centre near 1500
STAT1 inh: STAT1 signaling inhibition | NIH 3T3 STAT1-luciferase reporter, IFN-gamma, luminescence | inhibition, % at 5.5 µM | hit rate 0.35% among 200,000;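 active = inhibition above a set limit, the mean inhibition across all tested compounds plus 3 SD, cut at about 34% in these data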;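 note: 0% = IFN-gamma with DMSO and 100% = IFN-gamma with 300 µM nifuroxazide; values of inactives mirror those of a sister screen read the other way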
ROMK mod: modulates human ROMK potassium channel activity; Tet-inducible ROMK, thallium flux fluorescence; actives lie on both sides; B-score at 10 µM; hit rate 2% among 130,000; P48048;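 active = signal ratio slope over the read window, or its plate-corrected B-score, at least 3 SD from the plate mean, either direction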;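 note: B-score of the F/F0 ratio slope over 7 to 12 s after thallium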
Target sequence (P48048 whole entry, looked up): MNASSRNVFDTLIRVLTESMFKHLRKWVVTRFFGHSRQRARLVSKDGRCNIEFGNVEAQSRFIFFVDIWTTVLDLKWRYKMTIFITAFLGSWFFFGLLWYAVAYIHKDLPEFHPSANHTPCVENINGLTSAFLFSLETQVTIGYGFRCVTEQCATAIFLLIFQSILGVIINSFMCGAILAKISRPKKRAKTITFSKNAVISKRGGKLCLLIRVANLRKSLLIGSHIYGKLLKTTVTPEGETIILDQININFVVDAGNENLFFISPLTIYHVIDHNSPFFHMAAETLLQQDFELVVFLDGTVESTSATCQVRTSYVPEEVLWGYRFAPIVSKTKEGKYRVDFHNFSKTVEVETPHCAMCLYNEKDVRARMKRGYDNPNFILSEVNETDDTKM
bIAP inhibitor: blocks bovine intestinal alkaline phosphatase activity | purified bovine IAP, CDP-star luminescence, 30 min | inhibition, % at 20 µM | 190,000 tested, under 10 active | AID 1019;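 active = over 50% inhibition of intestinal alkaline phosphatase at 20 µM in the single-dose screen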
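test system = bovine IAP enzyme | medium = DEA buffer 100 mM, pH 9.8, with MgCl2 1.0 mM, ZnCl2 0.02 mM | detection = luminescence | dosing = single compound dose of 20 µM, 2% DMSO final | incubation = 30 min reaction at room temperature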
TNAP act hi DEA: activators of human TNAP at high phosphate acceptor concentration | purified TNAP, CDP-star luminescence, 1 M DEA, 30 min; active compounds read high; 0 = EDTA background, 1 = DMSO-only activity | activation factor at 20 µM | P05186 | 200,000 tested, under 10 active;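 active = activation factor at least 2 at 20 µM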
Target sequence (P05186 whole entry, looked up): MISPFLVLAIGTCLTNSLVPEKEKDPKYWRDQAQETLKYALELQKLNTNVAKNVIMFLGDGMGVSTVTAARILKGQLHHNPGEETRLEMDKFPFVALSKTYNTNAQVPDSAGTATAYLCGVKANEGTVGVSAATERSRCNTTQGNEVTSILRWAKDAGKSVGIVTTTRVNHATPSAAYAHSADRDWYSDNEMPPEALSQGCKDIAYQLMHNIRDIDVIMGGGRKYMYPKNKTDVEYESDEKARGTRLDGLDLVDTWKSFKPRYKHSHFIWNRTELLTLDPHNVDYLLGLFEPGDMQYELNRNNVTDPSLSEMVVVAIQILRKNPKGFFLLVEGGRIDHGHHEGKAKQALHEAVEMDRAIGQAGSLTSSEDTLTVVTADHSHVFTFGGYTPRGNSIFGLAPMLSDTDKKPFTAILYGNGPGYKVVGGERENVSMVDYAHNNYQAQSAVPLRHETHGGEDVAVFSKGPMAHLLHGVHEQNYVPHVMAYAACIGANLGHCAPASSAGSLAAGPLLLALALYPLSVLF
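Test system – human TNAP · Doses – 20 µM single point · Incubation – 30 min, room temperature · Signal – luminescent substrate turnover signal · Read-out basis – activation factor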
STAT3 inh: STAT3 signaling inhibition; U3A cells, IL-6 STAT3-luciferase reporter, luminescence; host cell line lacks STAT1; inhibition, % at 5.5 µM; hit rate 0.89% among 190,000;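 active = inhibition above the mean inhibition across all screened compounds plus 3 SD, cut at about 44% in these data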;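 note: 0% = DMSO only wells and 100% = 100 µM nifuroxazide control wells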
bIAP act: intestinal alkaline phosphatase (bovine) activation | purified bovine IAP, CDP-star luminescence, 30 min; active compounds read high; fold of DMSO-control signal, blank-subtracted | activation factor at 20 µM | hit rate 0.17% among 200,000 | AID 1016;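 active = activation factor of 2 or more at 20 µM, a signal rise over negative controls twice the positive control's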
PPARg SRC3 recr: promotes SRC-3 coactivator recruitment by human PPARgamma; biochemical PPARgamma/SRC-3 coactivator recruitment assay; AID 731; activation, % at 8 µM; hit rate 0.26% among 200,000; P37231; in the data active = activation above about 23%;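 note: 0% = DMSO and 100% = reference agonist; some compounds past the cut are filed as inactive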
PPARg SRC2 recr: PPARgamma-driven SRC-2 recruitment agonism; hit rate 0.34% among 200,000; AID 1032; activation, % at 8 µM; P37231; PPARgamma LBD-SRC-2 recruitment, biochemical; in the data active = activation above about 22%;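 note: 0% = vehicle and 100% = reference agonist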
STAT3 activator: STAT3 signaling activation; U3A cells, IL-6 STAT3-luciferase reporter, luminescence; 100% = signal with IL-6 EC80 alone; activation (% of control), % at 5.6 µM; hit rate 0.91% among 190,000;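 active = activation above the screen-wide mean of compound activation plus 3 SD, cut at about 130% in these data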;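 note: 0% = background luminescence of wells with medium and substrate only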
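Detection: reporter luminescence signal / Assay system: STAT1-lacking human U3A cells, STAT3 luciferase reporter / Incubation: compound pre-incubation 1 h before IL-6, then 6 h stimulation at 37 °C / Control set: IL-6-only high control / Read-out: % activation relative to IL-6 control / Probe or stimulus: Interleukin-6, 33 ng/mL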
Active calls of the source: *; . = no result given.

SMILES | PPARg SRC-1 ag | TR-FRET SRC-2 ct | STAT1 inh | ROMK mod | bIAP inhibitor | TNAP act hi DEA | STAT3 inh | bIAP act | PPARg SRC3 recr | PPARg SRC2 recr | STAT3 activator
CCOc1ccccc1NC(=O)c1cccnc1 | -3 | 1500 | -2 | . | . | . | 6 | . | -4 | -1 | 98
CC1CCCN(CCCCOc2cccc(Br)c2)C1 (centres undefined) | 5 | 1499 | -1 | . | 17 | 1 | -6 | 0.8 | 2 | 3 | 105
O=C(NC1CCCCC1)NC1CC2CCC(C1)N2C(=O)NC1CCCCC1 (centres undefined) | -5 | 1398 | -8 | . | 4 | 1 | 1 | 1 | 9 | -6 | 103
Cc1cccc(NS(=O)(=O)c2cc(OCC(N)=O)c(C)cc2Cl)c1 | 0 | 1700 | 4 | -2.8 | -1 | 1 | 1 | 1 | 9 | 9 | 102
Nc1ccccc1Nc1ccncc1[N+](=O)[O-] | 6 | 1588 | 4 | . | 5 | 1 | -8 | 0.9 | 7 | 1 | 111
CCn1c(COc2ccc3c(c2)CCCC3)nnc1SCC(=O)Nc1ccc(C(=O)OC)cc1 | -2 | 1580 | 1 | . | 8 | 1 | 18 | 0.9 | 4 | 7 | 82
CCc1ccc(NC(=O)CSc2nc3ccccc3c(=O)n2CCN2CCOCC2)cc1 | 0 | 1573 | -2 | -0.29 | -25 | 1.1 | -8 | 1.3 | -3 | -8 | 109
CC(=O)Oc1ccc(C)cc1-n1nc2ccccc2n1 | 2 | 1703 | -17 | . | -4 | 1 | 15 | 1 | 7 | 11 | 91
CCOc1cc(/C=N/n2cnnc2)ccc1OCC(=O)Nc1ccccc1OC | 2 | 1657 | -1 | 1.8 | 8 | 1.1 | 9 | 0.9 | 2 | -8 | 95
CCOc1ccc(NC(=O)Nc2cc(-c3ccccc3)sc2C(=O)OC)cc1 | 5 | 1494 | 4 | . | 42 | 1 | 27 | 0.6 | -1 | 1 | 80
CCc1ccc(N2C(=O)c3sc4nnc(C)c(=O)n4c3C2=O)cc1 | 2 | 1467 | 0 | -1.1 | -7 | 1 | 15 | 1.1 | -3 | 5 | 90
CCN(c1ccccc1)S(=O)(=O)c1ccc(Cl)c(NC(=O)CSc2nncn2C)c1 | 11 | 1564 | 6 | . | 12 | 1 | 1 | 0.9 | -6 | -5 | 95
Cc1ccc(NC(=O)N(Cc2cc3cc(C)cc(C)c3[nH]c2=O)CC2COCCO2)cc1 (centres undefined) | -3 | 1339 | 0 | -0.65 | 0 | 1.1 | -7 | 1 | -12 | 1 | 107
COc1ccccc1N(Cc1ccccc1)S(=O)(=O)c1cc(C(=O)O)ccc1Cl | 0 | 1778 | -2 | 0.36 | -1 | 1 | -10 | 1 | 3 | -1 | 108
O=C(OCc1ccc(F)cc1)c1ccc2c(c1)-c1ccccc1C2=O | 5 | 1448 | -1 | . | 13 | 1 | 11 | 0.9 | -7 | -1 | 92
CC12CCC(C(=O)N(c3cccc(Cl)c3)C1=O)C2(C)C (centres undefined) | -1 | 1594 | 11 | -0.53 | 12 | 1 | -4 | 0.9 | 4 | 6 | 101
CC(C)(C)OC(=O)Cn1c(=O)cnc2ccccc21 | -1 | 1324 | -1 | 0.062 | 12 | 1 | 12 | 0.9 | -1 | 0 | 96
CCCn1c(N)c(C(=O)NS(=O)(=O)c2ccc(C)cc2)c(=O)n(C)c1=O | 0 | 1497 | 27 | -0.61 | -3 | 1.1 | 25 | 1 | -2 | -9 | 81
Cc1ccccc1NC(=S)N1CCN(C(=O)c2ccco2)CC1 | 8 | 1790 | -7 | . | 6 | 1 | 5 | 0.9 | 1 | 6 | 100
COc1ccc(Cl)cc1Nc1nc(-c2sc(NC(=O)c3ccco3)nc2C)cs1 | 13 | 1564 | -7 | . | -9 | 1 | 11 | 1.1 | 14 | 4 | 92
O=C(COc1ccccc1)Nc1nnc(C23CC4CC(CC(C4)C2)C3)s1 | -5 | 1388 | -1 | 1.1 | -32 | 1 | -6 | 1.3 | 4 | 1 | 105
CC(=O)N1c2ccccc2C(C)(c2ccccc2)CC1(C)C (centres undefined) | 8 | 1659 | 10 | . | 15 | 1 | 12 | 0.9 | 18 | 10 | 91
Cc1ccc(S(=O)(=O)CC(c2ccccc2)N2CCOCC2)cc1 (centres undefined) | 1 | 1575 | -2 | . | -6 | 1 | 8 | 1.1 | 2 | 7 | 95
CCCCCCCCCCC(=O)NNC(=O)c1c(O)c2ccccc2n(CC)c1=O | 4 | 1687 | 5 | -1.1 | 4 | 1 | 3 | 1 | 1 | -9 | 98
N#Cc1nc(Cc2cccc3ccccc23)oc1NCCCN1CCOCC1 | 2 | 1546 | 2 | -3.6 | 5 | 1 | -13 | 1 | 4 | 1 | 114

Next section; it opens with the 3 that closed the last part.
SMILES | PPARg SRC-1 ag | TR-FRET SRC-2 ct | STAT1 inh | ROMK mod | bIAP inhibitor | TNAP act hi DEA | STAT3 inh | bIAP act | PPARg SRC3 recr | PPARg SRC2 recr | STAT3 activator
Cc1ccc(S(=O)(=O)CC(c2ccccc2)N2CCOCC2)cc1 (centres undefined) | 1 | 1575 | -2 | . | -6 | 1 | 8 | 1.1 | 2 | 7 | 95
CCCCCCCCCCC(=O)NNC(=O)c1c(O)c2ccccc2n(CC)c1=O | 4 | 1687 | 5 | -1.1 | 4 | 1 | 3 | 1 | 1 | -9 | 98
N#Cc1nc(Cc2cccc3ccccc23)oc1NCCCN1CCOCC1 | 2 | 1546 | 2 | -3.6 | 5 | 1 | -13 | 1 | 4 | 1 | 114
O=S(=O)(/N=C(/Nc1ccccc1)c1ccccc1)c1cccs1 | 6 | 1637 | 6 | . | 31 | 1 | -12 | 0.7 | 3 | 8 | 106
COc1cccc(CN(C)C(=O)c2ccc3nccnc3c2)c1 | -2 | 1586 | -2 | 1.1 | 5 | 1 | 2 | 1 | 4 | 7 | 102
Cc1sc(NC(=O)CN2CCOCC2)nc1-c1ccc2c(c1)CCN2S(=O)(=O)c1ccccc1 | 6 | 1747 | 20 | -0.082 | -4 | 1 | 66* | 1 | 10 | 12 | 45
O=C(O)C1CCCN1S(=O)(=O)c1cccs1 (centres undefined) | 3 | 1598 | -1 | 0.64 | 5 | 1 | -6 | 1 | 1 | 5 | 103
C/C(=N/NC(=O)CNC(=O)c1ccccn1)c1cccc([N+](=O)[O-])c1 | 5 | 1490 | -4 | -0.14 | 2 | 1 | 6 | 1 | 1 | 4 | 97
CCOC(=O)C(C)Sc1nnc(NC(=O)c2ccc3c(c2)OCO3)s1 (centres undefined) | 6 | 1576 | 2 | 0.66 | -14 | 1 | 16 | 1.1 | 7 | 2 | 95
Cc1ccc(NC(=O)c2cccc(OCc3c(C)noc3C)c2)c(C)c1 | -4 | 1529 | 8 | . | -16 | 1 | 35 | 1.2 | 2 | 1 | 77
CC(C)CNC(=O)c1cccc(NC(=O)CSc2ccc(Cl)cc2)c1 | 4 | 1554 | -3 | -1.9 | 10 | 1 | -2 | 0.9 | 4 | 3 | 102
CCCCc1noc2c1/C(=N\O)CC(c1ccccc1)C2 (centres undefined) | -5 | 1449 | -15 | . | 13 | 1 | 25 | 0.9 | -9 | 1 | 81
COc1cnc(-c2ccccn2)nc1N(C)C | -1 | 1528 | 7 | -0.03 | 1 | 1 | 9 | 1 | -4 | 3 | 98
Clc1cccc2c1CCN(Cc1nc(-c3cnccn3)no1)C2 | 2 | 1622 | 0 | 0.28 | -3 | 1 | 8 | 1 | 3 | 1 | 97
C=CCN(C(=O)CSc1nc2c(sc3ccccc32)c(=O)n1CCN(CC)CC)c1ccccc1 | 12 | 1782 | 1 | 1.7 | 10 | 1.1 | 6 | 0.9 | 2 | -1 | 105
O=c1c2c([nH]c3ccccc13)CCCC2 | 5 | 1567 | 4 | . | 7 | 1 | 20 | 0.9 | 4 | 2 | 86
O=C1c2cccc(OCc3ccc(F)cc3)c2CCN1Cc1ccccc1 | -6 | 1415 | -9 | . | 10 | 0.9 | -18 | 0.9 | 0 | 3 | 114
O=C(CC1(O)C(=O)N(Cc2ccccc2)c2ccccc21)c1ccncc1 (centres undefined) | 2 | 1456 | 0 | . | 4 | 1 | -5 | 1 | -2 | 1 | 107
O=C(Nc1ccc(Cl)c(Cl)c1)c1ccncc1 | -3 | 1535 | -27 | -0.57 | 2 | 1 | 14 | 1 | 2 | 1 | 89
O=C(O)C1CC=CCC1C(=O)Nc1ccc(S(=O)(=O)N2CCCc3ccccc32)cc1 (centres undefined) | 5 | 1415 | -4 | . | 9 | 1 | -70 | 0.9 | 7 | 3 | 162*
N#Cc1c(NC(=O)CSc2nnnn2C2CCCC2)sc2c1CCCC2 | 4 | 1607 | 1 | . | 7 | 1 | 5 | 0.9 | -3 | 5 | 100
COc1ccc(-c2cc(C(F)(F)F)n3ncc(C(=O)N(C)Cc4ccccc4)c3n2)cc1 | 3 | 1633 | 13 | -2.3 | -9 | 1 | 13 | 1.1 | 7 | 2 | 93
CC(=O)Nc1ccc(SCC(=O)c2cc(C)n(CC(F)(F)F)c2C)cc1 | 5 | 1551 | -23 | -0.8 | 3 | 1 | -8 | 1 | 18 | 9 | 106
CC(C)(C)NC(=O)CN(CCc1ccccc1)C(=O)c1csnn1 | 3 | 1563 | -8 | 0.28 | -8 | 1 | 6 | 1.1 | 6 | 1 | 97
CCCNC(=O)N1CCN(S(C)(=O)=O)CC1 | 8 | 1638 | -8 | -0.22 | 8 | 1 | 2 | 0.9 | 1 | 3 | 100
O=C(Nc1ccccn1)c1cc(-n2cnnc2)ccc1Cl | -6 | 1418 | -5 | . | 12 | 1 | -11 | 0.9 | 0 | 2 | 112
O=C(CSc1ccc2nnc(-c3ccccc3)n2n1)NCc1ccco1 | 5 | 1433 | 5 | 2 | 6 | 1 | 10 | 0.9 | 0 | 6 | 93
CNC(=O)c1ccsc1NC(=O)c1ccc2c(c1)CCCC2 | 0 | 1371 | -34 | 0.95 | 17 | 1.1 | -25 | 0.8 | -1 | 4 | 122
Cc1ccc(NC(=O)CN(C)C(=O)COc2cc(F)ccc2[N+](=O)[O-])cc1 | 15 | 1583 | -6 | -1.1 | 9 | 1 | -5 | 0.9 | 1 | -2 | 109
CCc1ccc(C(=O)NC(CCSC)C(=O)O)cc1 (centres undefined) | -2 | 1424 | -5 | . | 6 | 1 | -4 | 0.9 | -2 | -6 | 106
O=C(N/N=C/c1cc(Br)c(O)c(Br)c1)c1cccc(C(F)(F)F)c1 | -4 | 1711 | -5 | . | 1 | 1 | -4 | 1 | 0 | 5 | 105
O=C1Nc2ccccc2N2CCCC12 (centres undefined) | 3 | 1475 | 1 | 0.95 | -11 | 1 | 14 | 1.1 | 2 | -1 | 90
CSc1nc(N)nc(SCCS(=O)(=O)c2ccc(Cl)cc2)c1C#N | 8 | 1523 | 8 | -1.1 | -6 | 1 | 9 | 1.1 | 1 | 4 | 94
